High-throughput results deposited in PubChem BioAssay by The Scripps Research Institute Molecular Screening Center.
TAAR1 ag: human TAAR1 agonism | activation, % at 3 µM | AID 624467 | CHO RD-HGA16 TAAR1, Fluo-8 calcium fluorescence; vehicle wells 0%, saturating PEA agonist 100% | Q96RJ0 | 360,000 tested, 0.99% active;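 active means activation above the mean activation of all test compounds in the run plus 3 SD, cut at about 38% in these data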
Target sequence (Q96RJ0 whole entry, looked up): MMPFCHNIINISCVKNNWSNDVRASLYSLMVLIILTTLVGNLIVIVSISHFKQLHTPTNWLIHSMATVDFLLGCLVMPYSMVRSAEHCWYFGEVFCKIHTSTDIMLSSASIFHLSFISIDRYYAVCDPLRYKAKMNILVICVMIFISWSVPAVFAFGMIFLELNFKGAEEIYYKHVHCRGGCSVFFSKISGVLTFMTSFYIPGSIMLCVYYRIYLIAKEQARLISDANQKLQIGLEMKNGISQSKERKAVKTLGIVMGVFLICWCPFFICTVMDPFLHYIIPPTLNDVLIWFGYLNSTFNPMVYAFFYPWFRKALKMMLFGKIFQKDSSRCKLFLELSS
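System: CHO-derived RD-HGA16 cells with stable Gα16 and human TAAR1. Times: 17-24 h plating, Fluo-8 75 min 37 °C, 30 min RT. Measured by: calcium-sensitive Fluo-8 signal, excitation 470-495, emission 515-575 nm. Read-out basis: % activation relative to PEA EC100 response. Control set: DMSO and PEA EC100. Repeats: no replicates (n 1).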
M1 ag parental: M1 agonist counterscreen hit in parental CHO-K1 cells; activation, % at 3 µM; AID 602248; 360,000 tested, 0.48% active; Fluo-8 calcium fluorescence; scaled to maximal ATP response, vehicle zero; in the data active means activation above about 15%;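 further: untransfected CHO-K1 host cells lacking M1 receptor as counterscreen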
OXTR potentiate: human OXTR potentiation. P30559. CHO-OTR cells, Fluo-8 calcium fluorescence, potentiator mode; 0% = oxytocin EC15, 100% = EC100. activation, % at 3 µM. 320,000 tested, 0.061% active. AID 2445;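 active means activation above that plate's cutoff, the mean activation of tested compounds plus 3 SD, cut at about 6.6% in these data, passing the limit was not always enough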;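 further: 100% uses oxytocin at 75 nM as the full agonist control; some results filed as inactive read as strong as hits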
Target sequence (P30559 whole entry, looked up): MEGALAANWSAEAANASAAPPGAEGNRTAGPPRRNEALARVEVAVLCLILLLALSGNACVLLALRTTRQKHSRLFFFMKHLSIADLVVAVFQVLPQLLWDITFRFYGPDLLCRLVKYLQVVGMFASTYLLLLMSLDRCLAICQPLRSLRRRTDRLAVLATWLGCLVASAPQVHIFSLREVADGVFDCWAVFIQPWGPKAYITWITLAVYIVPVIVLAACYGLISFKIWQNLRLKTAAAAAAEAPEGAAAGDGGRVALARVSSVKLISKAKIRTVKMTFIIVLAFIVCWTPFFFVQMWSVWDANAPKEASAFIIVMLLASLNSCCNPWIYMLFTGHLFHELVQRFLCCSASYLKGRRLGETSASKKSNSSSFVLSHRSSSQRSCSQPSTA
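Measured by – Fluo-8 calcium dye fluorescence · Test system – human OTR in CHO cells · Dosing – one concentration, 3.0 µM compound · Controls – EC15 oxytocin alone as 0%, 75 nM oxytocin as 100% · Evaluation – normalized max/min fluorescence ratio, % activation · Timing – 6 min pre-incubation, 100 s read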
CHO-K1 Ca antag: nonselective inhibitor or artifact in parental CHO-K1 cells; ATP-induced calcium, Fluo-8 fluorescence; inhibition, % at 3 µM; 360,000 tested, 0.6% active;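 active means inhibition above a per-plate cutoff, the plate's mean sample inhibition plus 3 SD, cut at about 24% in these data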;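 further: 0% = DMSO plus EC80 ATP and 100% = DMSO alone without ATP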
CHRM1 agonist: human M1 muscarinic receptor agonism | P11229 | CHO-K1 hM1, Fluo-8 calcium fluorescence, agonist mode; 0% DMSO, 100% acetylcholine EC100 | activation, % at 3 µM | 360,000 tested, 0.33% active | AID 588814;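 active means activation above the run's mean compound activation plus 3 SD, cut at about 16% in these data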;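 further: peak over basal fluorescence ratio within a 140 s kinetic read after compound addition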
M1 PAM parental: counter-screen for M1 PAMs: effect in parental CHO-K1 cells; activation, % at 3 µM; 360,000 tested, 0.02% active; ATP EC20, Fluo-8 calcium fluorescence; 0% at ATP EC20, 100% at ATP max;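 active means activation above the run cutoff, the mean activation of all test compounds plus 3 SD, cut at about 40% in these data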;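 further: peak over basal fluorescence ratio in a 140 s read after ATP addition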
V1aR counter: counter-screen for oxytocin receptor agonists: human V1a receptor agonists; activation, % at 3 µM; AID 2797; 320,000 tested, 0.25% active; P37288; CHO-V1R cells, Fluo-8 calcium fluorescence, agonist mode; 0% DMSO, 100% 3 nM vasopressin;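 active means activation above the mean activation of all tested compounds plus 3 SD, per screening run, cut at about 20% in these data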;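 further: signal is peak over basal fluorescence ratio across a 100 second FLIPR read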
CHO parental Ca: counter-screen: ATP calcium response change in parental CHO cells; parental CHO-K1, ATP-induced calcium, Fluo-8 fluorescence; inhibition, % at 5.6 µM; 330,000 tested, 0.63% active;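 active means inhibition above that plate's mean sample inhibition plus 3 SD, cut at about 26% in these data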;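 further: 0% = ATP-challenged DMSO wells and 100% = DMSO wells without ATP; some compounds past the cut are filed as inactive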
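Material: Parental CHO cells | Reagent: ATP | Compound dosing: Single nominal dose of 5.6 µM per compound | Detection: Intracellular calcium via Fluo-8 no-wash fluorescent dye | Read-out: % inhibition of ATP-induced calcium mobilization | Benchmarks: Low control ATP plus DMSO, high control DMSO only | Replicates: Singlicate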
TAAR1 antagonist: antagonists of human TAAR1; 360,000 tested, 1.5% active; inhibition, % at 3 µM; CHO RD-HGA16 TAAR1, Fluo-8 calcium fluorescence, antagonist;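 active means inhibition above a per-plate cutoff, the mean inhibition of test compounds on that plate plus 3 SD, cut at about 49% in these data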;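 further: 0% = DMSO plus EC80 beta-PEA response and 100% = DMSO alone without agonist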
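Test system: RD-HGA16 CHO cells with stable hTAAR1 and Gα16 / Probe or stimulus: EC80 β-phenethylamine stimulus / Times: seeding 17-24 h prior, 75-min 37 °C, 30-min RT dye loading / Detection: Fluo-8 calcium-sensitive fluorescence / Read-out basis: % inhibition scaled between DMSO and EC80 PEA controls / Repeats: singlicate, one well per test compound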
Active calls of the source: *; / = not tested or not shown.

SMILES	TAAR1 ag	M1 ag parental	OXTR potentiate	CHO-K1 Ca antag	CHRM1 agonist	M1 PAM parental	V1aR counter	CHO parental Ca	TAAR1 antagonist
COCCNC(=S)Nc1ccc(S(=O)(=O)Nc2ncccn2)cc1	2.5	0.1	-4.0	12.3	-0.8	-1.7	1.3	3.6	-15.2
N#CC1=C(N)Oc2ccc3ccc(O)cc3c2C1c1cccnc1 (configuration not stated)	1.5	-0.2	2.8	5.0	-0.3	4.1	-0.2	-14.7	-9.1
CSc1cccc(NC(=S)N2CCCN(Cc3ccccc3F)C2)c1	9.3	4.5	-3.7	-5.3	3.8	10.8	3.4	14.2	22.5
O=C1OCCC1=COCCCCCCOC=C1CCOC1=O	0.7	2.9	/	-1.3	-0.6	13.3	/	/	-16.6
COCc1cc(C)nc2sc3c(=O)n(-c4cccc5ccccc45)nnc3c12	2.4	0.4	1.7	-2.0	-1.1	10.1	-0.9	-1.8	-5.9
O=C(CSCCOc1ccccc1)NCc1ccncc1	-0.7	0.2	-1.9	-2.9	-5.6	5.7	-0.3	-9.0	-3.0
Cc1cc2c(c(SCC(=O)N(C)c3ccccc3)n1)C(=O)OC2	3.1	0.9	-7.5	-3.5	-4.4	13.3	0.3	-5.9	-1.3
c1ccc(-c2csc3ncnc(N4CCOCC4)c23)cc1	0.6	1.4	-4.0	-2.1	-9.3	24.1	-0.4	-24.7	12.8
COc1ccc(C(=O)COC(=O)c2cc(S(=O)(=O)N3CCCCC3)ccc2N2CCOCC2)c(OC)c1	-0.6	9.7	-10.5	7.2	-1.5	-16.9	-0.1	-14.0	-12.2
OC(c1ccccc1)c1ncc(-c2cccc(C(F)(F)F)c2)[nH]1 (configuration not stated)	10.6	2.3	/	-16.3	-4.0	25.9	/	/	-28.9
CC(C)Cn1nc(NC(=O)C(C)(C)C)c2cc3ccccc3nc21	8.6	0.3	-9.6	10.4	-1.4	-4.0	-1.6	-21.2	2.6
COc1ccc(NC(=O)CSc2ccccc2)cn1	2.3	1.0	-5.1	20.4	-8.9	-12.3	0.3	-2.7	-9.4
Cc1noc(C)c1COc1cccc(C(=O)OCC(=O)N2CC(=O)Nc3ccccc32)c1	10.8	2.7	-7.3	-4.0	-2.7	10.4	1.6	-20.6	13.6
Cc1ccc(C2OCC(C)([N+](=O)[O-])CO2)cc1 (configuration not stated)	-0.1	-0.4	/	-5.2	-2.8	5.7	/	/	-0.9
O=S(=O)(NN1CCOCC1)c1cc(Cl)cc(Cl)c1O	-0.2	1.3	0.1	-13.7	-1.6	20.3	-1.6	6.1	1.6
CN(CCc1ccccn1)C(=O)Nc1ccc(F)cc1	19.8	0.6	3.9	-10.9	-3.2	15.3	0.4	1.5	-7.7
COC(=O)N1CCCCC1c1cc(C(=O)N2CCOCC2)no1 (configuration not stated)	4.4	0.4	/	0.1	-9.2	-11.1	/	/	-12.5
Cc1nn(-c2ccccc2)c(C)c1/C=C/C(=O)OCC(=O)Nc1ccc(C(N)=O)cc1	3.2	0.3	-7.6	9.8	0.6	-8.1	1.5	-0.7	-2.8
CC1Sc2ccc(S(=O)(=O)CCC(=O)NC(C)c3ccccc3)cc2NC1=O (configuration not stated)	1.8	3.0	-4.9	-2.7	-1.8	-6.9	0.4	-16.8	-1.9
O=C(CCCOc1ccc(Cl)cc1Cl)Nc1cc(S(=O)(=O)N2CCOCC2)ccc1N1CCOCC1	0.9	0.0	/	-17.7	-4.0	13.3	/	/	11.6
C#CCC(NC(=O)c1ccc(C#N)cc1)C(=O)NCCC (configuration not stated)	6.5	0.5	-1.1	-3.7	-3.7	7.5	-0.2	0.3	1.3
C=CCn1cccc(C(=O)Nc2ccc(SC)cc2)c1=O	5.2	5.2	-14.7	-1.6	1.2	-6.9	6.9	-16.8	22.3
CCOC(=O)C1=C(O)C(=O)N(c2ccc(S(N)(=O)=O)cc2)C1c1ccc([N+](=O)[O-])cc1 (configuration not stated)	11.3	0.4	1.2	-9.0	-2.6	13.0	0.6	-2.2	-21.4
Cn1cccc1/C=N/NC(=O)CNc1cccc2ccccc12	10.5	0.0	-15.8	5.8	-3.4	-13.2	3.7	1.6	7.1
Cn1[nH]c2c(c1=O)[C@H](c1ccc(F)cc1)O[C@H](CCc1ccccc1)C2	1.3	0.1	/	14.5	0.3	1.5	/	/	-3.1
COc1ccc(-c2nnc(OC)c3ccccc23)cc1	-0.3	0.2	-4.9	-9.5	-4.3	19.2	-1.0	-7.8	-5.5
CCn1cc(C(=O)N2CCCC2)c(=O)c2cc(S(=O)(=O)N(C)C)ccc21	2.0	0.0	-6.1	2.6	0.4	9.4	1.9	-8.5	-23.7
O=c1oc(-c2ccc(O)c(O)c2)cc2cccc(O)c12	12.1	4.5	-6.5	3.2	2.6	12.3	3.9	1.0	2.1
CCN(CC)C(=O)C1=C(C)N(CCCN2CCCC2=O)C(=O)C(CC(=O)NCc2cccc3ccccc23)C1 (configuration not stated)	0.9	0.1	/	-8.8	-5.5	-4.8	/	/	3.4
CC1CCN(CCCNC(=O)C2CCCN(c3ncnc4c3nc3n4CCCCC3)C2)CC1 (configuration not stated)	0.2	-0.1	-19.2	-15.4	-5.1	4.7	-0.7	-15.6	-13.1
Cc1ncc(CN2CCCCC2C(=O)Nc2ccc(Oc3ccccc3)nc2)cn1 (configuration not stated)	4.3	0.2	-5.5	6.6	-5.5	-21.8	0.6	6.5	-19.3
COc1cccc(NC(=O)COC(=O)c2ccccc2C(=O)N2CCN(c3ccccc3)CC2)c1	5.0	4.8	-17.2	-11.0	1.6	-10.1	1.7	8.0	14.4
O=C(CN(Cc1ccccc1)C(=O)CNS(=O)(=O)c1ccccc1)NCC1CCCO1 (configuration not stated)	0.5	1.4	-7.8	-16.6	-5.1	21.9	0.5	-9.4	7.9
COc1ccc(CCC(=O)Nc2ccccc2C(F)(F)F)cc1	-0.2	0.1	-2.9	-3.2	-4.4	9.3	-0.7	8.7	-19.8
O=[N+]([O-])c1cccnc1Oc1ccc(F)cc1F	3.5	3.4	-3.3	2.1	-3.2	0.8	-1.4	-5.8	-28.0
COC(=O)C(=C/C(C)=C/c1cccs1)C(=O)OC	10.2	-0.2	-0.3	6.1	-7.5	18.5	-1.3	-8.4	4.3
Cc1[nH]c2ccccc2c1/C=N/NC(=O)c1cc(-c2ccncc2)nc2ccccc12	11.5	4.3	-8.7	1.4	-1.4	-1.9	0.1	-5.2	45.0
Nc1ccc(C=Cc2ccc(N)cc2)cc1	0.9	0.7	/	13.5	7.5	-4.7	/	/	-4.7
CC(=O)c1nnn(-c2ccc([N+](=O)[O-])cc2C)c1C	2.8	-0.2	-7.0	10.3	-3.0	-10.5	1.3	-16.2	2.1
O=C(NCc1nnnn1-c1ccc(F)c(F)c1)C(=O)c1c[nH]c2ccccc12	25.4	6.9	-12.8	-3.1	6.0	-6.9	2.3	-2.1	43.3
Nc1nnnn1/N=C/c1cccc(O)c1	-2.3	0.3	-7.0	-10.1	4.3	13.3	0.9	0.6	-7.4
COc1cccc(-c2cc3nc(C)cc(N4CCN(C(=O)c5ccoc5)CC4)n3n2)c1	10.3	3.4	/	-19.1	-2.5	27.6	/	/	10.4
COc1ccc(-c2noc(CCC(=O)Nc3cccnc3)n2)cc1OC	1.7	1.2	-1.6	-5.5	-0.9	7.9	12.2	-1.6	-4.9
COc1ccc(NC(=O)CN(C)C(=O)CNC(=O)c2ccc3c(c2)OCO3)cc1	-1.1	7.0	-0.4	6.9	-3.0	20.2	-0.2	14.0	-4.0
CCCc1cc(=O)[nH]c(SCCc2ccccc2)n1	6.3	0.7	10.6	-6.1	-1.6	5.8	0.2	-7.1	-11.9
CC1(C)C=C(c2ccc(C=O)s2)CC(C)(C)N1C=O	6.7	-0.2	1.2	-9.2	-5.0	13.2	3.0	-2.4	-8.5
CCCc1nn(C)c2c(=O)[nH]c(-c3cc(S(=O)(=O)N(CCO)CCO)ccc3OCC)nc12	0.3	0.0	-5.1	-2.2	-7.1	12.2	-0.4	-13.9	-15.3
O=C(CCC(=O)N1CCc2ccccc2C1)NCCc1ccc(Cl)cc1	2.2	0.5	-8.2	-1.4	1.7	4.4	1.4	-12.7	4.2
Cn1c(-c2c(N)n(C3CCCC3)c3nc4ccccc4nc23)nc2ccccc21	8.2	1.1	-13.5	3.5	-1.1	3.1	2.8	-11.9	36.1
O=C(CC12CC3CC(CC(C3)C1)C2)NCO	10.5	0.0	-13.8	-3.8	-0.9	11.2	-0.5	6.1	11.3
Cc1ccc(C)c(NC(=O)c2ccc(S(=O)(=O)C(F)F)cc2)c1	2.2	3.0	-6.9	-8.2	-2.8	19.9	3.8	-1.0	14.3
CCN(CC)CCNC(=O)c1cc2c(=O)n(C)c3ccccc3c2s1	2.7	0.4	0.1	2.5	-10.4	-7.7	0.0	-2.2	-3.9
NC(N)=NS(=O)(=O)c1ccc(NC(=S)Nc2ccc(F)cc2)cc1	2.0	2.0	-9.0	-12.4	-2.2	-9.4	1.5	0.7	6.8
O=C(CCn1nnnc1CN1CCOCC1)N1CCC(c2cccc(Cl)c2)C1 (configuration not stated)	2.5	0.5	-4.2	11.5	-0.1	-17.2	0.0	-23.1	-2.6
CCON1C(=O)CN(C(=O)OC)C1c1ccc(Cl)cc1Cl (configuration not stated)	0.2	0.2	-10.4	-3.8	-4.8	7.6	-0.2	-2.0	2.4
Cc1ccc(NC(=O)Cn2cnc3c(OCc4ccccc4)ncnc32)cc1C	-0.7	2.2	0.7	-13.5	-2.5	20.7	1.0	-5.0	-7.5

Sorted by value in TAAR1 ag (largest number first): three of the compounds above.
| SMILES | TAAR1 ag |
| --- | --- |
| O=C(CC12CC3CC(CC(C3)C1)C2)NCO | 10.5 |
| CCCc1cc(=O)[nH]c(SCCc2ccccc2)n1 | 6.3 |
| Nc1nnnn1/N=C/c1cccc(O)c1 | -2.3 |
